EPAC1 agonist = EPAC1 (human) agonism. EPAC1 agonist qHTS, biochemical assay; response scale: 100% = response to 6.5 mM cAMP. Potency, µM (top dose mostly 154 µM), without a hit: top-dose activation, hits mostly activators. hit rate 0.073% among 360,000; also: potency is read from the fitted curve at half-maximal effect; nearly all actives have a fitted effect of over 60% in size
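Read-out is the fluorescence drop as BODIPY-GDP leaves Rap1B (480 nm excitation, 540 nm emission), recorded every 5 minutes over 30 minutes. Reactions held 100 nM EPAC1, 250 nM Rap1B–BODIPY-GDP and 50 uM GDP, with 6.5 mM cAMP setting full activation.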
aSyn rescue = alpha-synuclein toxicity inhibition in yeast. Potency, µM (titrated, usually from 46.1 µM), inactives show at the top dose growth rescue (activation), hits mostly activators. Yeast expressing alpha-synuclein, growth rescue, BacTiter-Glo, 24 h. hit rate 0.14% among 370,000; also: potency is read from the fitted curve at half-maximal effect; % of control where 0% means no effect; nearly all actives have a fitted effect of over 65% in size
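Readout is rescue of growth in alpha-synuclein-expressing yeast, so inhibitors of toxicity appear as activators. Growth after 24 hr at 30 deg C in galactose medium is quantified by luminescence.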
Abeta rescue = restores growth of yeast expressing A-beta42 peptide; yeast expressing A-beta42, growth rescue, OD600, 48 h; response scale: 0% DMSO, 100% iron-clioquinol control; Potency, µM (highest dose often 46.1 µM), for inactives: at the top dose growth rescue, usual class: activators; hit rate 0.063% among 410,000; AID 1347071; also: potency is read from the fitted curve at half-maximal effect; nearly all actives have a fitted effect of over 55% in size
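Growth rescue measured by 600 nm absorbance after 48 h yeast culture at 30 C with compound. Values normalized between DMSO and an equimolar ferric chloride plus clioquinol control.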
IL2 activator = activators of IL-2. AID 652025. IL-2 activation reporter assay, cell-based qHTS; stimulated with anti-CD3/CD4/CD28 beads; in transgenic mouse T cells. activation, % (series mostly up to about 46 µM). hit rate 0.065% among 360,000; in the data active = activation above about 50%; inconclusive = mostly about 30% to 49%; also: 0% is about no effect
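First, unstimulated transgenic mouse T cells were exposed to compound for 60 min. Next, anti-CD3/anti-CD4-coated beads with anti-CD28 were added. Finally, after 18 h at 37 degrees C, EGFP and DsRed were imaged.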
PLK1 PBD block = blocks phosphopeptide binding to human PLK1 polo-box domain; P53350; Plk1 PBD binding of FITC phosphopeptide, fluorescence polarization; Potency, µM, for the others: max response, negative = inhibition, usual class: inhibitors; hit rate 2.8% among 360,000; also: potency is read from the fitted curve at half-maximal effect; series mostly up to about 57 µM; % is scaled to controls: 0 for no effect and ±100 for the full control effect; nearly all actives have a fitted effect of over 65% in size
FUS yeast rescue = FUS proteinopathy suppression in yeast | S. cerevisiae FUS-expressing, growth rescue, OD600, 24 h | Potency, µM (top dose mostly 76.6 µM), for inactives: at the highest dose growth rescue (activation), hits mostly activators | hit rate 0.24% among 390,000;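 also: potency is read from the fitted curve at half-maximal effect; plate controls were DMSO vehicle for no effect and reference control for full effect; nearly all actives have a fitted effect of over 55% in size; some results filed as inactive show a strong effect at the top dose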
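Quantitative HTS measuring growth restoration of FUS-toxic yeast. Galactose-induced cells (OD 0.005) were exposed 24hr at 30C to compounds at several concentrations, then absorbance at 600 nm was recorded.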
WRN inhibitor = blocks human WRN helicase | Q14191 | WRN helicase unwinding, fluorescent forked duplex, kinetic | Potency, µM (highest dose often 114 µM), inactives show at the top dose activity change, negative = inhibition, most hits filed as inhibitors | hit rate 0.46% among 360,000; also: potency is read from the fitted curve at half-maximal effect; % is scaled to controls: 0 for no effect and ±100 for the full control effect; nearly all actives have a fitted effect of over 55% in size
Target sequence (Q14191 whole entry, looked up): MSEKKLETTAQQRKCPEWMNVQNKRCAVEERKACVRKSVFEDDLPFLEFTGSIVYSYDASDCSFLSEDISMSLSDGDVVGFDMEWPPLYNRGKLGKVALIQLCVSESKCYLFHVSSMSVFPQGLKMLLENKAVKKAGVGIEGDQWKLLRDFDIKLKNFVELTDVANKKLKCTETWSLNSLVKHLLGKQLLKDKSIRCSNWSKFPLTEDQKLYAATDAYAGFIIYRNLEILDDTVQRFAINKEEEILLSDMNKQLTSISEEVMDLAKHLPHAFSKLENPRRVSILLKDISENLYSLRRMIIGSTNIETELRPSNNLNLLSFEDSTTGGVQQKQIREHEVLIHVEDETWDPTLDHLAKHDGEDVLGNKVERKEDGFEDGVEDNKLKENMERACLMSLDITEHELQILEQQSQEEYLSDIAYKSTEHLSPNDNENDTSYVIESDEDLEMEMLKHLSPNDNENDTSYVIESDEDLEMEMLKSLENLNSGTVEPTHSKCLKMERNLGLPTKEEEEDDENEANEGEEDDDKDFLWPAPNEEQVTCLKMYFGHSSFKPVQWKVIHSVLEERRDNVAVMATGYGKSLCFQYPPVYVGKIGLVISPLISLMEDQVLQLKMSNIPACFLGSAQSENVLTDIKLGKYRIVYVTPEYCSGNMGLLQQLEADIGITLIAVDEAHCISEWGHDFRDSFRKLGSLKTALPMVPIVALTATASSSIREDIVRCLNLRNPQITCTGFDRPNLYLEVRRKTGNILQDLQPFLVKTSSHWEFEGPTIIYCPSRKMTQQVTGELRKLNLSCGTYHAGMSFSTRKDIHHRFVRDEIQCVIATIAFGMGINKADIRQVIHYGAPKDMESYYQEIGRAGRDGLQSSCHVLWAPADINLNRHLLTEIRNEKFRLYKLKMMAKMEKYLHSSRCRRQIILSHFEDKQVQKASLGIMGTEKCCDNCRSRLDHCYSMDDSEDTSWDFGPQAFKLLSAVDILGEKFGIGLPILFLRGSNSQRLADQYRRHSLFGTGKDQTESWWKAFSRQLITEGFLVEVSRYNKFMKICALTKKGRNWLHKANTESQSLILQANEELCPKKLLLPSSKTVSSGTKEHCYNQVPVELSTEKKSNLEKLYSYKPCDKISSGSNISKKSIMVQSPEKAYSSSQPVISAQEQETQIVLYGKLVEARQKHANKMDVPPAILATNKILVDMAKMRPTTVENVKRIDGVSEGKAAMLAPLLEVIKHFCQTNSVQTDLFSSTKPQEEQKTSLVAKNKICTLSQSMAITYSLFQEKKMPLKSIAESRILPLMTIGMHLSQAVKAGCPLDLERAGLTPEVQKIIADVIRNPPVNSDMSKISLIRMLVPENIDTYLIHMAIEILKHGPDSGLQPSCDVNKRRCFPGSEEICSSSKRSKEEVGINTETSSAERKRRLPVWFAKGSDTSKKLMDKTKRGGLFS
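Screening of the MLSMR collection measured strand separation of a quenched forked DNA duplex (100 nM) by 20 nM WRN with 2 mM ATP, all final. Compounds were preincubated with enzyme 15 min at room temperature.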
EPAC1 antagonist = blocks human EPAC1 exchange factor; EPAC1 GEF assay, Rap1b-BODIPY-GDP exchange fluorescence; Potency, µM (highest dose often 115 µM), without a hit: top-dose activity change, negative = inhibition, usual class: inhibitors; hit rate 0.14% among 360,000; AID 720709;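 also: potency is read from the fitted curve at half-maximal effect; plate controls were vehicle for no effect and positive control for full effect; nearly all actives have a fitted effect of over 50% in size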
PI5P4Ka inh = blocks human PI5P4K alpha kinase activity; P48426; PI5P4Kalpha enzyme, ADP-Glo luminescence, 60 min; active compounds read low; max response, %; hit rate 1.2% among 330,000; active = max response of -50% or lower; inconclusive = between -30% and -50%; inactive = -30% or higher; also: value at the top dose of about 77 µM; % is scaled to controls: 0 for no effect and ±100 for the full control effect
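PI5P4Kalpha ADP-Glo assay; 5 microM ATP final; 60 min RT reaction; HEPES pH 7.4/EGTA/CHAPS, 5% DMSO; controls lacking substrate or enzyme; luminescent end-point.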
An asterisk follows results filed as active; ? = inconclusive; nt = not tested or not shown; & = joins results of further samples; [ ] = another dose, or the depositor's remark. Unless noted, calls follow the shape of the dose curve; as a rule, active = well fitted curve in the direction sought with a large enough effect; inconclusive = small, poorly fitted or top-dose-only effect, or another doubt; inactive = no such curve, though single readings can be large; an effect the other way counts as inactive or inconclusive. No enrichment for hits (roughly 4.1% active in at least one column).

SMILES	EPAC1 agonist	aSyn rescue	Abeta rescue	IL2 activator	PLK1 PBD block	FUS yeast rescue	WRN inhibitor	EPAC1 antagonist	PI5P4Ka inh
CC(C)CN1CC(COCc2ccccc2)Oc2ccccc2S1(=O)=O (stereo not drawn)	-12.8%	3.5%	-13.1%	-0.9	-5.2%	1.8%	-9.3%	-5.6%	9.0
O=C(NNC(=S)Nc1ccccc1)c1cccs1	7.4%	1.3%	-6.4%	0.0	-11.5%	11.8%	-2.4%	-15.5%	-7.7
CCCc1ccc(OCC(=O)O)cc1	-1.4%	-0.2%	3.7%	1.0	-1.0%	-28.0%	-2.7%[57.1 µM]	2.9%	nt
O=C(N[C@H](CO)Cc1ccccc1)c1ccco1	-9.9%	-2.0%	-20.9%	0.8	-8.4%	-10.1%	9.0%	0.5%	2.8
COCCCNC(=O)c1ccc(Cn2c(=O)c3ccccc3n(Cc3ccccc3C)c2=O)cc1	-4.5%	9.6%	-1.5%&0.2%	-4.3	-0.3%	35.4%&34.6%	0.1%	4.3%	-2.3
CCOc1cc(C(=O)NCCC(=O)N2CCC3(CC2)NCCc2[nH]cnc23)cc(OCC)c1OCC	10.7%	1.4%	2.6%	-1.1	3.1%	27.4%	-11.0%	7.8%	2.1
CCOc1ccc(C(=O)c2ccncc2)cc1	0.6%	-5.2%	2.1%	-0.9	-5.9%	-5.2%	-0.4%	3.3%	nt
O=C(Cn1ncc(Cl)c(Cl)c1=O)c1ccc(Cl)cc1	4.7%	-12.3%	-27.4%	-4.0	-10.8%	22.5%	-4.3%	21.8%	0.6
COc1ccc(N2C(=O)CSC2c2cccs2)cc1 (stereo not drawn)	6.9%	-2.7%	-14.1%	-0.4	-12.9%	nt	7.2%	-22.6%	-6.4
O=C(Cn1nnc(-c2ccccc2)n1)Nc1cccc(S(=O)(=O)N2CCCC2)c1	5.4%	-3.5%	-0.3%	0.1	-6.1%	?	-1.5%	-2.2%	-1.5
Cc1cc(C)n2nc(SCC(=O)N/N=C/c3ccccc3F)nc2n1	2.0%	-6.9%	-4.7%	3.1	-4.3%	7.5%	-11.4%	2.4%	nt
CCOC(=O)c1cnn2cc(-c3[nH]ncc3[N+](=O)[O-])cnc12	0.9%	2.9%	-2.4%	8.0	-2.1%	-30.3%	-10.7%	-4.9%	-0.5
N#Cc1ccccc1OCC(=O)C1CC1	3.0%	0.6%	-19.9%	4.0	-4.9%	9.8%	-2.9%	-1.6%	4.3
COC(=O)c1cc(S(=O)(=O)N2CCCC2)c(Cl)cc1Cl	2.9%	8.4%	1.5%	-3.3	-11.1%	0.2%	2.4%	-9.7%	-1.2
COc1ccc(-c2oc(=O)c3cc(OC)c(OC)cc3c2C#CCCO)cc1	-12.4%	-0.1%	-17.2%	-0.5	-3.4%	?	-4.5%	-1.1%	1.2
CC(=O)CSc1nnc(-c2ccc(S(=O)(=O)N3CCC(C)CC3)cc2)o1	-1.2%	4.8%	10.6%	-2.7	-2.2%	17.2%	9.6%	1.7%	nt
O=C(c1ccc([N+](=O)[O-])o1)N1CCN(c2nc3c(Cl)cccc3s2)CC1	?	-36.8%[inhibitor]	-74.0%[inhibitor]	2.0	-6.3%	4.5%	-11.7%	-12.3%	-9.9
O=C(CSCc1ccc(Cl)cc1)Nc1ccc2c(c1)OCCO2	7.6%	4.6%	0.3%	-3.1	-10.0%	22.8%	-13.2%	1.5%	2.4
CC1=C/C(=C/N(C)c2ccccc2)C(=O)S1	-1.2%	2.3%	7.0%	-3.1	26.7µM*	30.3%	?	14.6%	?
COc1ccc(N2C(=O)c3ccccc3NC2c2ccc(OC)c(Cn3nnc4ccccc43)c2)cc1 (stereo not drawn)	13.3%	-0.5%	8.6%	0.7	-3.5%	nt	0.2%	-10.9%	0.5

Of the compounds above, these have an NH in an aromatic ring:
SMILES	EPAC1 agonist	aSyn rescue	Abeta rescue	IL2 activator	PLK1 PBD block	FUS yeast rescue	WRN inhibitor	EPAC1 antagonist	PI5P4Ka inh
CCOc1cc(C(=O)NCCC(=O)N2CCC3(CC2)NCCc2[nH]cnc23)cc(OCC)c1OCC	10.7%	1.4%	2.6%	-1.1	3.1%	27.4%	-11.0%	7.8%	2.1
CCOC(=O)c1cnn2cc(-c3[nH]ncc3[N+](=O)[O-])cnc12	0.9%	2.9%	-2.4%	8.0	-2.1%	-30.3%	-10.7%	-4.9%	-0.5

Next results:
SMILES	EPAC1 agonist	aSyn rescue	Abeta rescue	IL2 activator	PLK1 PBD block	FUS yeast rescue	WRN inhibitor	EPAC1 antagonist	PI5P4Ka inh
COc1cccc(C(=O)NCC(c2cccnc2)N2CCN(c3ccccc3OC)CC2)c1 (stereo not drawn)	-22.5%	-0.1%	-13.3%	-2.8	-3.1%	-8.0%	3.4%	11.1%	-0.8
COCCNC(=S)N1CCN(c2nc(-c3ccc(F)cc3)cs2)CC1	-4.1%	-17.0%	?	1.3	-12.8%	14.4%	2.6%	-18.0%	1.2
CCOn1c(=O)c(-c2cc(OC)ccc2OC)[n+]([O-])c2ccccc21	2.5%	1.9%	-5.3%	1.1	0.4%	-13.8%	-0.9%	8.1%	-1.8
O=C(CC1C(=O)NCCN1CC(c1ccccc1)c1ccccc1)NC1CC1 (stereo not drawn)	-3.6%	1.4%	16.0%	0.1	-10.5%	8.1%	15.1%	4.6%	2.1
Cc1c(C(=O)N2CCC(C)(C(=O)NS(=O)(=O)C3CC3)C2)oc2ccccc12 (stereo not drawn)	-12.7%	-10.5%	4.4%	0.7	-6.0%	-11.6%	-3.6%	3.5%	-3.3
COc1ccc(C(=O)CCC(=O)Nc2cccnc2)cc1	-9.4%	0.8%	4.3%	4.1	4.7%	3.6%	-24.3%	-9.6%	-10.3
Cc1ccc(C)c(NC(=O)NCCN2CCCCC2)c1	-5.5%	-0.4%	-2.1%	-0.1	-13.9%	3.9%	2.7%	1.1%	0.8
Fc1ccc(CO/N=C/C2=C(Cl)c3ccccc3CC2)cc1	20.6%	-4.1%	7.2%	3.1	-6.9%	-7.5%	-33.1%	-8.6%	16.6
CCCC(C)(C)C(=O)N1CCC1(C)C(=O)NS(=O)(=O)c1ccc(Br)cc1 (stereo not drawn)	19.6%	-6.2%	-8.2%	-0.6	-14.3%	-2.2%	-4.0%	-5.3%	1.4
COc1cccc(-c2c(C(=O)N/N=C/c3ccoc3)nnn2-c2nonc2N)c1	1.5%	-0.5%	-0.2%	-1.5	-17.9%	22.9%	0.4%	-4.3%	-16.8
CCOC(=O)C1(Cc2ccccc2C)CCCN(C(=O)c2ccc(CSC)o2)C1 (stereo not drawn)	-1.6%	6.9%	5.2%	-4.0	-5.4%	11.3%	-7.2%	-8.5%	-0.5
O=C(NCC(c1ccco1)N1CCCCC1)c1cccs1 (stereo not drawn)	-9.1%	1.0%	-7.5%	-3.5	4.1%	nt	6.2%	11.0%	11.7
CCN(CC(=O)Nc1ccc(OC)cc1)C(=O)COc1cccc2c1OC(C)(C)C2	-2.3%	7.2%	6.9%	1.5	-21.6%	14.1%	-5.8%	-14.6%	1.4
CCOC(=O)C(C)Oc1ccc(=O)n(-c2ccccc2)n1 (stereo not drawn)	4.1%	2.6%	10.7%	1.6	-7.1%	11.2%	-3.1%	4.5%	nt
Cc1ccc(C(=O)OCC(=O)N(C)c2ccccc2)c(C)c1	-7.8%	10.4%	-16.8%	-0.5	3.6%	3.6%	-7.6%	-8.7%	9.5
C=CCn1c(SCc2ccc(C#N)cc2)nnc1-c1cccc(Cl)c1	-7.7%	5.7%	-12.5%	-3.3	-3.6%	12.2%	1.1%	5.3%	-3.7
O=C(Cn1cnc(S(=O)(=O)N2CCCC2)c1)Nc1ccc(OC(F)(F)F)cc1	2.4%	-5.7%	12.3%&-3.9%	-0.1	-7.1%	-2.5%&11.9%	0.9%	-1.8%	0.1
Cc1ccccc1C(=O)OC(C)CN1CCOCC1 (stereo not drawn)	5.6%	-3.6%	-6.6%	0.8	-8.6%	-27.2%	8.4%	-8.0%	0.8
CC(C)(C)[C@H]1C=C(C(=O)O)O[C@@H](OCCCCO)C1	-11.0%	4.3%	8.7%	-0.3	-5.7%	-15.4%	-10.2%	-16.5%	0.4
CCn1c(SCC(=O)NC2=NCCS2)nnc1C(C)NC(=O)c1ccc(Cl)cc1 (stereo not drawn)	4.7%	-6.9%	-14.4%	-1.5	-10.4%	17.5%	3.0%	-26.7%	-11.6
CCC(=O)Nc1sc2c(c1C(N)=O)CCN(Cc1ccccc1)C2	4.8%	-0.4%	-4.5%	-3.8	-4.0%	-17.1%	-4.1%	12.1%	-3.5
CN(c1ccc(OCC(=O)N2CCC(C(N)=O)CC2)cc1)S(=O)(=O)c1cccs1	0.0%	0.0%	15.9%	-2.1	-0.4%	16.5%	-1.3%	0.0%	6.9
C=CCn1c(CCNC(=O)c2ccccc2F)nnc1SCC(=O)Nc1nc2ccccc2s1	-0.5%	1.1%	-11.4%	-2.6	-5.5%	5.8%	7.7%	9.6%	nt
CSCc1ccc(C(=O)NC(C)c2cnn(-c3ccccn3)c2C)o1 (stereo not drawn)	-2.3%	-1.5%	-10.2%	0.0	-3.2%	nt	-24.8%	-5.9%	-3.7
COC(=O)c1cn(CC(C)n2c(=O)c3ccccc3n2Cc2cc(C(C)C)no2)nn1 (stereo not drawn)	-9.2%	-3.6%	-12.6%	0.3	0.3%	-7.5%	1.4%	8.6%	2.1
CCOC(=O)C1(CCSC)NC(c2ccco2)C2C(=O)N(CC)C(=O)C21 (stereo not drawn)	8.2%	-0.7%	-7.4%	-0.8	-10.6%	7.0%	0.8%	1.2%	0.6
Cc1nc2cc(Cl)c(Cl)cc2nc1C	4.6%	-3.8%	10.3%	-1.5	-6.4%	16.8%	11.6%	12.7%	0.4
O=C(NCCCN1CCOCC1)c1cccc(S(=O)(=O)N2CCc3ccccc3C2)c1	3.9%	-2.9%	1.1%	-1.5	-4.8%	19.7%	1.5%[57.1 µM]	?	2.1
O=C(NC1CC1)C1CCN(S(=O)(=O)c2cc(Cl)ccc2Cl)CC1	-0.2%	1.8%	6.2%	-0.1	0.2%	-8.2%	-6.3%	-6.4%	3.7

High-throughput results from PubChem BioAssay.
